mcGAS RapidFire: inhibitors of Mus musculus cyclic GMP-AMP synthase, initial high-throughput assay, cell-free, RapidFire MS. Q8C6L5. recombinant mouse cGAS, cGAMP by RapidFire MS. inhibition, % at 12.5 µM. actives 0.18% (n = 130,000). AID 1259397, 2018;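 active means inhibition of cGAS enzyme activity at or above 60%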;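 further: enzyme stimulated by 45 bp dsDNA with ATP and GTP substrates; cGAMP share of summed cGAMP plus half ATP and half GTP signals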
Target sequence (Q8C6L5 whole entry, looked up): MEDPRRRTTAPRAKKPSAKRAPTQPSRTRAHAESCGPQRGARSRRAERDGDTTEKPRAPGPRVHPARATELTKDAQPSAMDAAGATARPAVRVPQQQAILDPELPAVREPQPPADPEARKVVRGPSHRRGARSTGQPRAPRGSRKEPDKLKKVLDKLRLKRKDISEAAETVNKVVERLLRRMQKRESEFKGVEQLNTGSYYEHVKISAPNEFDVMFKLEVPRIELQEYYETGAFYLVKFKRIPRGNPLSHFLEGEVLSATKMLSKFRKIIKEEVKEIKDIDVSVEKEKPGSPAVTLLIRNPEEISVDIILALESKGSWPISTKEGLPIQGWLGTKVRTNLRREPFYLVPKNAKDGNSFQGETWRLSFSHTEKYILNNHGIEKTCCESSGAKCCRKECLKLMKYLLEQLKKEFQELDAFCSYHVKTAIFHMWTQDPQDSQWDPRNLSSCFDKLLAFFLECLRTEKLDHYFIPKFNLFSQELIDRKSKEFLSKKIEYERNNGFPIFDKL
Numbers without * were called inactive; & = joins results of further samples. Some of the compounds tested; count on the stated rates, not on these rows.

compound | mcGAS RapidFire
Cc1nc(CN(C)C(=O)c2cn[nH]c2-c2ccccc2Cl)cs1 | -7
CN1C(=O)Cc2cc(S(=O)(=O)Nc3ccn(C)n3)ccc21 | 7
O=C(NS(=O)(=O)c1cccc(Cl)c1)c1ccccn1 | -6&-5
COc1ccc(Cl)cc1NC(=O)/C(C#N)=C/c1coc2ccc(C)cc2c1=O | -5
N#CCOc1ccc(CNc2ncc(Br)cn2)cc1 | 1
COCc1noc(-c2ccc(N3CCC(COC)C3)nc2)n1 (configuration not stated) | -11
Cc1ccccc1CC(C)NC(=O)C1CCN(c2ncccn2)CC1 (configuration not stated) | -11
c1ccc(COc2nsnc2N2CCOCC2)cc1 | -24
O=C(NC(CCn1cncn1)c1ccccc1)c1cc(COc2ccccc2)on1 (configuration not stated) | 1
CCOC(=O)c1c(NC(=O)c2cccs2)sc(C(=O)Nc2cc(C(F)(F)F)ccc2Cl)c1C | 1
O=C(c1ccc(OC2CCN(C(=O)C3CC3)CC2)cc1)N(CCO)Cc1ccccc1 | -15
CC(=O)NC1(C(F)(F)F)N=C(c2ccc(C)cc2)NC1=O (configuration not stated) | 1
O=C(C1CCN(Cc2cnc3ccccn23)CC1)N1CCCC(O)C1 (configuration not stated) | 0
COc1ccc2c(c1)-c1c(sn(-c3ccccc3)c1=S)C(C)(C)N2 | 49
COc1ccc(OC2CCN(C3CCCC3)CC2)c(C(=O)NC(C)Cc2cnccn2)c1 (configuration not stated) | -6
O=C1CCC(C(=O)N2CCC(Cn3cccn3)CC2)CN1CCCN1CCOCC1 (configuration not stated) | -7
COc1nccnc1-c1ccc2c(c1)OCO2 | -14
O=C(C1=CCCC1)N1CCCC(Nc2ccc3c(c2)OCCO3)C1 (configuration not stated) | 3
O=C(NCc1cccnc1)c1cc(=O)c(OCc2ccc(F)cc2)co1 | -7
COc1ccc(CC2CN(C(=O)CCc3ccncc3)CCO2)cc1 (configuration not stated) | -9
CNC(=O)C(C)S(=O)(=O)Cc1cc(C)ccc1C (configuration not stated) | 0
CCOCCN1CCN(C(C)C(=O)Nc2cc(C)on2)CC1 (configuration not stated) | -11
C=CC(C)(O)CN(Cc1c(-c2ccccc2)nn(C)c1Oc1ccccc1F)CC1CC1 (configuration not stated) | -7
O=C(CCc1ncc(-c2ccc(Cl)cc2)o1)N1CCN(S(=O)(=O)c2ccccc2)CC1 | -4
O=C1CCC2(CCN1)CCN(C(=O)C/C=C/c1ccccc1)CC2 | -13
C=CCNCc1csc(COc2c(OC)cccc2OC)n1 | -10
CC(Oc1ccccc1F)c1n[nH]c(=S)o1 (configuration not stated) | 2
CCc1nc(C)ccc1OCC(=O)NC1CC(=O)N(C2CCCCCC2)C1 (configuration not stated) | -10
COCC1(C(=O)N(Cc2sccc2C)CC(C)C)CCC1 | 7
CC[n+]1ccccc1/C=C/c1cc[nH]c1 | -6
Cc1noc(C(C)C)c1C(=O)NC(C)c1cccc(Br)c1 (configuration not stated) | -2
CCc1ccc(/C=C/c2nc3ccccc3[nH]c2=O)cc1 | 1

Reformatted with each value named: entries from further up
C=CCNCc1csc(COc2c(OC)cccc2OC)n1
  mcGAS RapidFire: -10
CC(Oc1ccccc1F)c1n[nH]c(=S)o1 (configuration not stated)
  mcGAS RapidFire: 2
CCc1nc(C)ccc1OCC(=O)NC1CC(=O)N(C2CCCCCC2)C1 (configuration not stated)
  mcGAS RapidFire: -10
COCC1(C(=O)N(Cc2sccc2C)CC(C)C)CCC1
  mcGAS RapidFire: 7

Further results.
compound | mcGAS RapidFire
CC(C)=CC(=O)N1CC[C@@H](N2CCN(CCc3ccccc3)CC2)[C@H](O)C1 | 2
Cc1ccc2oc(C(=O)NC3CCN(Cc4ccccc4)C3)cc(=O)c2c1 (configuration not stated) | -2
COc1ccc(OC)c(NC(=O)C(C)S(=O)Cc2ccccc2C(F)(F)F)c1 (configuration not stated) | -3
C[C@]12CCC3c4ccc(OS(=O)(=O)O)cc4CCC3C1CCC2=O (some centres not stated) | 0
CC(C)CN(C)C(=O)c1cn(C(c2ccccc2)c2ccccc2)nn1 | -13
COC(OC)C12c3ccccc3C(c3ccccc31)C1C(=O)N(C(C)(C)C)C(=O)C12 (configuration not stated) | -4
Cc1nccn1CCC1CCCCN1C(=O)NC1CCCCC1 (configuration not stated) | -16
Cc1cc2nc(NC3CCCC3)c3ccccc3n2n1 | -6
Brc1ccc(-c2csc(NN=Cc3ccco3)n2)cc1 | -9
Cc1cc2ncn(S(=O)(=O)c3ccc(Br)cc3)c2cc1C | 0
CC(C)(C)C(=O)NCC1CCN(Cc2ccc(-n3cccn3)cc2)C1 (configuration not stated) | -22
CCOC(=O)c1nn(-c2ccccc2)c(=O)cc1NCc1ccccc1 | -5
COc1ccc(-c2nc(CN(Cc3ccccc3)CC3CC3)c(C)o2)c(F)c1 | 10
Cc1ccc(NC(=O)N2CCN(C(=O)C(C)n3cccn3)CC2)cc1 (configuration not stated) | -15
O=[N+]([O-])c1c(NC2CC2)ncnc1NC1CC1 | -2
O=C(Nc1cc(Cl)ccc1F)c1ccc2c(c1)OCO2 | -3

Following part
| SMILES | mcGAS RapidFire |
| --- | --- |
| C/C(=N/N1C(=O)c2ccccc2C1=O)c1ccccc1O | -8 |
| CC(Cc1cn(CCn2[nH]c(=O)ccc2=O)nn1)c1ccccc1 (configuration not stated) | -9 |
| Cc1cc(CNC2(CO)CCCC2)ccc1-n1cncn1 | -4 |
| Cc1ccsc1C(=O)NC(C)(C)c1cn([C@@H]2CN[C@H](C(=O)O)C2)nn1 | 9 |
| CCC(=O)N(c1nnc(SCC(=O)c2ccc[nH]2)s1)C1CC1 | 3 |
| O=C1NCCN1CCn1ccnc1-c1cccc2c1oc1ccccc12 | -11 |
| NC(=O)c1cc2cc(Cl)ccc2oc1=Nc1cccc(F)c1 | -12 |
| Cc1ccccc1-c1cccc(C(=O)N2CCOC3(CNCCOC3)C2)c1 (configuration not stated) | -22 |
| NS(=O)(=O)c1cc(C2(O)NC(=O)c3ccccc32)ccc1Cl (configuration not stated) | -8&-6&-3 |
| Cc1nc(-c2ccccc2)sc1C(=O)NCCCn1nc(-c2cccnc2)ccc1=O | -3 |
| COc1ccc2o/c(=N\NC(=O)c3ccccc3OC)c(-c3nc4ccccc4[nH]3)cc2c1 | 4 |
| CC(=O)OC(CSC#N)SC#N (configuration not stated) | -1 |
| S=c1[nH]nc2c3ccccc3ncn12 | 87* |
| CC(=O)c1cc(CN2CCc3c(cccc3NC(=O)c3ccncc3)C2)cs1 | -3 |
| COc1cccc(CN2C(=O)c3cnc(-c4cccs4)nc3C[C@H]2Cc2ccccc2)c1 | 0 |
| CCNC(=O)c1ccc(-c2cccc(C(=O)O)c2)nc1 | -28 |
| CCCS(=O)(=O)NC1CCN(c2ncc(C(F)(F)F)cc2Cl)CC1 | -14 |
| O=C(/C=C/c1ccc(Br)cc1)N1CCCC1c1ccccc1 (configuration not stated) | -1 |
| c1ccc(-c2nnc(-c3ccco3)nc2OCCN2CCOCC2)cc1 | -1 |
| CC1CN(CC(=O)Nc2c(F)cccc2F)CC(C)O1 (configuration not stated) | -3 |
| CC(C)Cn1c(CN2CCN(Cc3ccccc3)CC2)nc2c1c(=O)n(C)c(=O)n2C | -8 |
| O=Cc1c(Cl)ncn1-c1ccc(F)cc1 | 0 |
| Cc1ccc(S(=O)(=O)Oc2ccccn2)c(C)c1C | -9 |
| C=CCN(c1ccc(C(=O)NCCSC(C)(C)C)cc1)S(C)(=O)=O | 2 |
| CC1CCC2(CC1)NC(=O)N(CN(Cc1ccccc1)C(C)C)C2=O (configuration not stated) | -9 |
| COc1ccc(-c2csc(=Nc3ccccc3OC)n2NC(=O)CNc2ncc(C(F)(F)F)cc2Cl)cc1 | 21 |
| c1ccc(NC2CCCN(Cc3cccn3-c3ncccn3)C2)cc1 (configuration not stated) | -9 |
| O=C(CC1SC(=Nc2ccccc2)N(c2ccccc2)C1=O)Nc1ccccc1C(F)(F)F (configuration not stated) | -3 |
| CS(=O)(=O)N1CCN(S(C)(=O)=O)C(OCc2ccccc2)C1OCc1ccccc1 (configuration not stated) | -24 |
| CCOC(=O)N1CCC(NCc2csc(-c3cnccn3)n2)CC1 | -24 |
| CCOc1cccc(C2CC(=O)Nc3cc(OC)c(OC)cc32)c1 (configuration not stated) | -8 |
| O=C(Nc1ccc(F)c(F)c1)c1ccc(C2SCCS2)cc1 | -2 |
| O=C(Oc1ccc(-c2nccs2)cc1)C1CC2CCC1C2 (configuration not stated) | -4 |
| COC(=O)N(C)c1ccc(NC(=O)c2nc(Cl)c(Cl)c(Cl)c2Cl)cc1 | -7 |
| NC(=O)c1ccc(Oc2ccc(-c3ccccc3)cc2)nc1 | 0 |
| CCOc1ccc(CNC(=O)C2CN(CC)CCO2)cc1C (configuration not stated) | 7 |
| COc1cc(Oc2ncccc2C(N)=O)ccc1CN1CCCC1 | -11 |
| CN(C)C(=O)c1ccc(-c2ccc(Cn3ccnc3)cc2)cc1 | -50 |
| CN(CC1(CO)CCOCC1)C(=O)c1ccc(NC(=O)C2CCC2)cc1 | -10 |
| CCN(C(=O)c1cc(-c2ccccc2)n[nH]1)C1CCS(=O)(=O)C1 (configuration not stated) | -10 |
| Cc1cccc(CN(C)C(C)C(=O)N2CCN(c3ccccc3O)CC2)n1 (configuration not stated) | -4&-2 |
| CC(C)(C)CN1CCCC2(CCN(C(=O)CSc3ccccc3)C2)C1=O (configuration not stated) | 4 |
| O=C(NCCC(=O)N1CCCC1)c1ccccc1Cl | -15 |
| Cc1occc1C(=O)NC1CCCc2nc(N3CCC(CO)CC3)ncc21 (configuration not stated) | -6 |
| O=C1OC(C(=O)n2ccccc2=NC2CCCCC2)Cc2ccccc21 (configuration not stated) | 5 |
| O=S(=O)(NC1CCCc2ccccc21)N1CCOCC1 (configuration not stated) | -19 |
| O=C(CSc1nnc(-c2ccc(F)cc2)o1)N1CCc2ccccc21 | -3 |
| C1CCN=C(NCC2CCCO2)CC1 (configuration not stated) | -9 |
| c1csc(-c2nnc(CON=C3c4ccccc4-c4ccccc43)o2)c1 | -3 |
| COc1ncc(-c2cccc(C(C)N3CCCC3)c2)c(OC)n1 (configuration not stated) | -34 |

Taken from above.
mcGAS RapidFire, C1CCN=C(NCC2CCCO2)CC1 (configuration not stated) = -9
mcGAS RapidFire, O=C(NCCC(=O)N1CCCC1)c1ccccc1Cl = -15
mcGAS RapidFire, COc1ncc(-c2cccc(C(C)N3CCCC3)c2)c(OC)n1 (configuration not stated) = -34

(continued)
| SMILES | mcGAS RapidFire |
| --- | --- |
| COc1ccc(C(=O)N2CCCC2(C)C(=O)O)c(OC)c1 (configuration not stated) | 1 |
| Cc1ccccc1C(=O)N1CCC(NS(=O)(=O)c2ccccc2)CC1 | -2 |
| COC1CCN(C(=O)NC(C)c2cc(C)ccc2C)CC1 (configuration not stated) | -8 |
| CCN(CC)c1ccc(/C=C(\C#N)c2[nH]nc(N)c2C#N)c(OC)c1 | 2 |
| O=C(c1ccccc1)N1CCN(S(=O)(=O)c2c[nH]c3ncccc23)CC1 | -1 |
| CCc1ccc(S(=O)(=O)Nc2cccc(N3CCCC3=O)c2)cc1 | -4 |
| CC(C)(C#N)C(=O)Nc1cc(I)ccc1Cl | -1 |
| O=C(CNC(=O)NCc1ccc2c(c1)OCCO2)Nc1ccc(Cl)cc1 | -3 |
| Cc1ccc(C(NC(=O)N2CCOCC2C)C2CC2)cc1 (configuration not stated) | -11 |
| COc1ccc(OC)c(C2SCCN2S(=O)(=O)c2ccc(F)cc2)c1 (configuration not stated) | -12 |
| CN(C)C(=O)N1CCC(N2CCCC(C(=O)NCc3ccccn3)C2)CC1 (configuration not stated) | -7 |
| COCc1nnc2c3cc(C)ccc3nc(N3CCC(Cc4ccccc4)CC3)n12 | -5 |
| CNCCC=C1c2ccccc2C=Cc2ccccc21 | -3 |
| CC(C)(Oc1ccc(F)cc1)C(=O)NCc1csc(=O)[nH]1 | 4 |
| CC(C)S(=O)(=O)c1ncc(CN2CCSCC2)n1CCc1ccccc1 | 8 |
| Cc1cc(=O)n2ccc([N+](=O)[O-])c(O)c2n1 | 17 |
| CSc1ccc(CN(CCO)Cc2cccc3c2OCO3)cc1 | -4 |
| CCc1ncc(C(=O)N(Cc2ccccn2)Cc2ccc(C)s2)cn1 | -35 |
| CC(C)c1ccccc1NC(=O)CNc1ccccc1C(=O)NC1CC1 | -1 |
| CC(C)CNC(=O)NNC(=O)c1cccn(Cc2cccc(F)c2)c1=O | -5 |
| COCc1nn(Cc2nc(C(C)(C)C)cs2)c(=O)o1 | -4 |
| Cc1ncoc1C(=O)N1CCOC(CC2CCCCC2)C1 (configuration not stated) | -36 |
| Cc1cc(C)cc(OCCN(C)Cc2cc3n(n2)CCNC3)c1 | -16 |
| CCOC(=O)N1CCCC(C(=O)N(C)Cc2ccc3ccccc3c2)C1 (configuration not stated) | 6 |
| CCCCCC12CCC(CC(=O)O)(CC1)CC2 | -7 |
| CCOC(=O)C1CCN(C(c2ccc(OC)cc2)C2Sc3nc(C)nn3C2=O)CC1 (configuration not stated) | -8 |
| COc1ccc(-c2cn3nc(SCC(=O)Nc4cc(C)ccc4C)ccc3n2)cc1 | -3 |
| Cc1ccc(NC(=O)NCC(c2ccco2)N(C)C)cc1 (configuration not stated) | -1 |
| CC1(CO)CCCC1Nc1c(F)cc(C#N)cc1F (configuration not stated) | -9 |
| COc1ccc(OC)c(NC(=O)C2(C)CCN2Cc2ccc(NC(C)=O)cc2)c1 (configuration not stated) | -10 |

Among those listed so far, these have a nitro group on carbon.
| SMILES | mcGAS RapidFire |
| --- | --- |
| O=[N+]([O-])c1c(NC2CC2)ncnc1NC1CC1 | -2 |
| Cc1cc(=O)n2ccc([N+](=O)[O-])c(O)c2n1 | 17 |

Remaining list, next part.
| SMILES | mcGAS RapidFire |
| --- | --- |
| CCOc1cccc(C=NNC(=O)c2cc(C3CC3)[nH]n2)c1O | -17 |
| COc1cn2c(cc1=O)C(=O)N(CCNC(=O)c1ccc(C(F)(F)F)cc1)CC2 | -10 |
| CC1=C(/C=C/C(C)=C/C=C/C(C)=C/CO)C(C)(C)CCC1 | 1 |
| Cc1cccc(-c2n[nH]c(=S)n2CCC(=O)NC2CCCC2)c1 | 2 |
| CCN(Cc1ccc(OC)c(F)c1)Cc1nc(N)nc(N)n1 | -5 |

From PubChem
